HCV inhibitor – inhibitors of hepatitis C virus infection. AID 651820. Huh7.5.1 HCVcc-Cre infection, luciferase reporter, 44 h. Potency, µM (top dose mostly 41.8 µM), for inactives: at the top dose activity change, negative = inhibition, hits mostly inhibitors. actives 3.4% (n = 340,000); note: potency is the fitted concentration of half-maximal effect
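Infectious HCVcc-Cre (~0.5 moi) was added to cells just after compound, with cells seeded 4 h earlier at 1,000 per well. Luciferase activity after 44 h culture reported infection; substrate was incubated 15 min at room temperature before reading.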
AMA1-RON2 inh – AMA1-RON2 (P. falciparum) interaction inhibition. AlphaScreen AMA1-biotinylated RON2 peptide binding. Potency, µM (series often up to 58.2 µM), for the others: top-dose activity change, negative = inhibition, hits mostly inhibitors. actives 0.2% (n = 360,000);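 note: potency is the fitted concentration of half-maximal effect; 0% = vehicle wells and -100% = peptide control; nearly all actives have a fitted effect of over 45% in size; some results filed as inactive show a strong effect at the top dose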
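AMA1 (3D7) with his tag at 25 nM final met compounds first, then biotinylated RON2 peptide at 25 nM; detection used donor plus acceptor beads, 10 µg/mL apiece, read by AlphaScreen after 30 min at room temperature.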
AmpC detergent – blocks E. coli AmpC beta-lactamase in detergent assay | P00811 | AmpC hydrolysis of nitrocefin, absorbance 480 nm, 0.01% Triton | Potency, µM (titrated, usually from 114 µM), for inactives: at the top dose activity change, negative = inhibition, hits mostly inhibitors | actives 0.041% (n = 370,000) | AID 485294;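 note: potency is the fitted concentration of half-maximal effect; 0% = no-compound wells and -100% = no-enzyme wells; nearly all actives have a fitted effect of over 25% in size; some results filed as inactive show a strong effect at the top dose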
Target sequence (P00811 whole entry, looked up): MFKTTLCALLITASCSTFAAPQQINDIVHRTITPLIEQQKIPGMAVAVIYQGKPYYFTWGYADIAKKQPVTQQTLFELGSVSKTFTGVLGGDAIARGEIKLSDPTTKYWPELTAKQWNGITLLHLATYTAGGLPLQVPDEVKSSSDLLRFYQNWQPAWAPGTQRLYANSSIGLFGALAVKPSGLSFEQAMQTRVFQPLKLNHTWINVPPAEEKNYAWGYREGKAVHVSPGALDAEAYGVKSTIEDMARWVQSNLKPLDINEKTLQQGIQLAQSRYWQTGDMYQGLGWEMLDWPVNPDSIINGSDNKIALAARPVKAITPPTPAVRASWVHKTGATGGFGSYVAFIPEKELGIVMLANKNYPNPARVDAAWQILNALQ
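20 mM phosphate pH 7.0 + 0.01% (detergent screen) or 0.0001% Triton X-100; 5.3 nM AmpC reagent; cpd preinc 15 min RT; nitrocefin (800 uM stock) to start; A480 q20 s × 4 min; Activity was normalised to no-enzyme and no-compound control wells.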
Tb PYK inh – T. brucei pyruvate kinase inhibition; actives 0.12% (n = 410,000); TbPYK enzyme, Kinase-Glo Plus ATP luminescence, 45 min; Q57TT1; Potency, µM (doses to about 76.8 µM), for the others: at the top dose activity, negative = inhibition, hits mostly inhibitors; note: potency is the fitted concentration of half-maximal effect; nearly all actives have a fitted effect of over 50% in size
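TbPYK + substrate in 50 mM TEA pH 7.2, 100 mM KCl, 10 mM MgCl2, 0.05% BSA, 0.01% Tween-20; cpd pinned; ADP 130 uM final; 45 min RT; Kinase-Glo Plus 10 min; luminescence endpoint.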
AmpC no deterg – inhibitors of E. coli AmpC beta-lactamase without detergent; P00811; AmpC nitrocefin hydrolysis, absorbance 480 nm, 0.0001% Triton; Potency, µM (doses to about 57.1 µM), without a hit: at the top dose activity change, negative = inhibition, actives largely listed as inhibitors; actives 0.52% (n = 330,000); AID 485341;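 note: potency is the fitted concentration of half-maximal effect; plate controls were no compound for no effect and no enzyme for full effect; nearly all actives have a fitted effect of over 20% in size; some results filed as inactive show a strong effect at the top dose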
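20 mM phosphate pH 7.0 + 0.01% (detergent screen) or 0.0001% Triton X-100; 5.3 nM AmpC reagent; cpd preinc 15 min RT; nitrocefin (800 uM stock) to start; A480 q20 s × 4 min; Activity was normalised to no-enzyme and no-compound control wells.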
HCMV antiviral – inhibitors of human cytomegalovirus. HFF cells, HCMV-luciferase reporter, 72 h; active compounds read low. activity change, negative = inhibition, % at 57.5 µM. actives 4.5% (n = 410,000). AID 1259415; in the data active = activity change below about -60%; inconclusive = no clear call, values can overlap the other calls; inactive = above about -39%
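After 16 h attachment at 37C, HFF cells received test compound and HCMV-luciferase (1 PFU/cell); reporter luminescence read 72 h later, data normalized against buffer-only and known inhibitor Salinomycin.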
LmPK inhibitor – inhibitors of Leishmania mexicana pyruvate kinase | Q27686 | purified LmPK, Kinase-Glo ATP luminescence, 1 h | Potency, µM (doses to about 57.5 µM), for the others: at the top dose activity change, negative = inhibition, hits mostly inhibitors | actives 0.37% (n = 290,000); note: potency is the fitted concentration of half-maximal effect
Target sequence (Q27686 whole entry, looked up): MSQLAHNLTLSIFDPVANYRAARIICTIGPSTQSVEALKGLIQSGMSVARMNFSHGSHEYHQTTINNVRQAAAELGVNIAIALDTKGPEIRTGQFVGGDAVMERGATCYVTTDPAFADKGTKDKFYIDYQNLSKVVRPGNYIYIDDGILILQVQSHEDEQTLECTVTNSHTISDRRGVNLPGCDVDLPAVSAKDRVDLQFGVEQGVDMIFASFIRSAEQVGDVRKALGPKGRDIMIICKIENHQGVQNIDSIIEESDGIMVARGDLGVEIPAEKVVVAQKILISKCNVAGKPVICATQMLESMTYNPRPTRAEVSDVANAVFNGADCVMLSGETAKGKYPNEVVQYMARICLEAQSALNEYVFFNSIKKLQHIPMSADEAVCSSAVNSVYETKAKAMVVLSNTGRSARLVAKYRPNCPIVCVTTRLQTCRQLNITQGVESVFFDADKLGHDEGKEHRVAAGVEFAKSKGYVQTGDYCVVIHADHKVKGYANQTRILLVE
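ATP generated from ADP (0.1 mM) and PEP (0.5 mM) by 0.1 nM LmPK over 1 h at room temperature (pH 7.2 imidazole buffer) was detected by coupled luciferase luminescence. Values were normalized to uninhibited and no-enzyme wells.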
* hit, by the source's call; ? = inconclusive; / = not tested or not shown; & = joins results of further samples; [ ] = dose if it differs, or a comment. Unless noted, calls come from the whole dose curve; as a rule, active = well fitted curve in the direction sought with a large enough effect; inconclusive = small, poorly fitted or top-dose-only effect, or another doubt; inactive = no such curve, though single readings can be large; an effect the other way counts as inactive or inconclusive. Unless noted, % is set by controls: 0 for no effect and ±100 for the full control effect.

SMILES | HCV inhibitor | AMA1-RON2 inh | AmpC detergent | Tb PYK inh | AmpC no deterg | HCMV antiviral | LmPK inhibitor
N#Cc1ccc(-c2nc3ccccc3c(=O)n2O)cc1 | -2% | 40%[activator] | -3% | 3% | -4% | -15 | 1%
O=C(OCC(=O)N1CCOCC1)c1ccc(N2CCOCC2)c([N+](=O)[O-])c1 | 4% | 9% | -4% | 6% | 244%[activator] | -15 | -1%
O=C(CSc1nc2c(cnn2-c2ccc(F)cc2)c(=O)[nH]1)N1N=C(c2cccs2)CC1c1ccc(F)cc1 (stereo not drawn) | 0%[8.37 µM] | / | ? | / | -29% | -4 | 3%
CCOC(=O)C1=C(C)Nc2ccccc2N=C1N | 12% | 1% | -9% | -3% | -8%[2.29 µM] | 17 | 3%
CCOC(=O)c1c(C)[nH]c(C)c1S(=O)(=O)N(C)CC(=O)NCc1cccc(C)c1 | 11% | -5% | 0% | -2% | 19% | -17 | 0%
Cc1no[n+]([O-])c1COc1cccc(/C=C2\N=C(c3ccccc3)OC2=O)c1 | 2% | 7% | 2% | -7% | -47% | -20 | 0%
CC(C)n1c(=S)[nH]c2ccccc2c1=O | -16% | 67%[activator] | -5% | -19% | -32% | ? | 0%
O=S(=O)(NCC1CCCO1)c1ccc(-c2ccc(Cl)cc2)cc1 (stereo not drawn) | ? | -8% | -11% | -4% | 17% | -60* | 3%
CCc1ccc(-n2nnc(-c3nc(-c4cccs4)no3)c2N)cc1 | / | / | 13% | -4% | / | 72 | /
CCOC(=O)Cc1csc(NS(=O)(=O)c2cc(Cl)ccc2Cl)n1 | 15% | 30%[activator] | -8% | -7% | -40% | 6 | -4%
CCc1ccc(NC(=O)/C(C#N)=C\c2ccc(OC)c(C(=O)O)c2)cc1 | 1% | -2% | ? | -4% | -9% | 15 | -5%
Clc1ccc(CN2CCCCCCC2)cc1Cl | -19% | 30%[activator] | -9% | 3% | -24% | 9 | -8%
O=C(Nc1ccc2oc(-c3cccnc3)nc2c1)c1ccc2c(c1)OCCO2 | -28% | -11% | -11% | 1% | -8% | -14 | 1%
O=C(NCc1ccco1)/C(=C/c1ccc([N+](=O)[O-])cc1)NC(=O)c1ccco1 | 3% | 9% | 3% | -2% | -23% | -4 | -8%
O=C(COC(=O)/C=C/c1ccc(Cl)cc1)NCCc1ccccc1 | 1% | 13% | -3% | 6% | 3% | 40 | 1%
CC(C)(C)C(=O)N1CCN(CCN2C(=O)c3cccc4cccc(c34)C2=O)CC1 | 10% | -11% | 0% | -2% | -1% | 0 | 0%
COc1ccc(CCNC(=O)Cn2nc(C)c3c(C)n(-c4ccccc4)nc3c2=O)c(OC)c1 | ? | 0% | 0% | -3% | 1% | -1 | 7%
COc1ccc(Cl)cc1NC(=O)c1cnc(N2CCCCC2)c2ccccc12 | / | / | 8% | 1% | / | -8 | /
CCOC(=O)C(Cc1ccccc1)NC(=O)CCCC(=O)c1ccccc1 (stereo not drawn) | 10% | 4% | 6% | 1% | 6% | 18 | 4%
CCN(Cc1nc2ccccc2c(=O)[nH]1)C(=O)COc1ccccc1Cc1ccccc1 | ? | 0% | ? | 8% | 49% | 20 | /
CCC(=O)Nc1ccc(/C=C(\C(C)=O)C(=O)c2ccccc2)cc1 | -21% | -8% | -5% | -1% | -3% | -25 | -1%
C=CCn1c(SCC(=O)c2cc(C)n(CC3CCCO3)c2C)nnc1-c1ccccc1 (stereo not drawn) | -11% | 29% | 3% | -1% | 64%[activator] | 20 | 1%
COc1ccc(OCC(=O)NCc2nc(-c3ccccc3)no2)cc1 | 22% | 17% | / | -20% | / | -18 | /
Cn1c(SCC(=O)Nc2ccc(Cl)cc2)nnc1C1CC1 | ? | 15% | -5% | 0% | -1% | -37 | -5%
COc1ccccc1NC(=O)CN1C(=O)NC2(CCCc3ccccc32)C1=O (stereo not drawn) | 5% | 3% | -18% | 1% | -18% | -6 | /
CN1CCN(CCC(=O)N2c3ccccc3Sc3ccc(Cl)cc32)CC1 | ? | -13% | 8% | / | 68%[activator] | -34 | 2%
O=c1[nH]c(-c2cccs2)nc2ccccc12 | -1% | -21% | 1% | -1% | -22% | -13 | 3%
Cc1nc(C(F)(F)F)c(C(=O)N=CN(C)C)s1 | 9% | 1% | -3% | -1% | -14% | -15 | -7%
COc1ccc(Br)cc1/C=N/Nc1ccccn1 | 11µM* | 22% | -12% | -1% | -24% | 60 | -3%
CCCCc1ccc(NC(=O)c2cccn(Cc3ccc(Cl)cc3)c2=O)cc1 | / | / | 1% | 1% | / | -38 | /
CC(=O)N1c2ccccc2CCc2ccc([N+](=O)[O-])cc21 | 5% | 2% | -10% | -1% | 6% | 3 | -2%
CCN(CC)C(=O)c1ccc(S(=O)(=O)c2ccccc2)cc1 | 6% | 0% | -5% | 0% | 21% | 8 | -3%
COP(=S)(OC)Oc1ccc(SC)c(C)c1 | 20% | 0% | / | -1%&-6% | / | -25 | /
COc1ccc(-c2csc(C(C)(O)c3cccnc3)n2)cc1 (stereo not drawn) | / | -9% | / | -8% | / | -69* | /
CC(N)Cc1ccccc1Sc1ccc(O)cc1 (stereo not drawn) | / | / | ? | / | 56%[activator] | / | -1%
Cc1nc(Nc2ccccc2F)c2nnn(Cc3ccccc3Cl)c2n1 | 7% | -3% | -5% | 3% | -22% | 33 | 2%
COCc1cc(C)nc(N2CCCCC2)c1C#N | -14% | 10% | ? | 2% | 9% | 0 | 4%
NC(=O)CSc1nnc(-c2cccc(S(=O)(=O)N3CCOCC3)c2)o1 | / | 0% | / | 6% | / | -6 | /
CCCn1c(SC(C)C(=O)NCC2CCCO2)nc2cc(Cl)ccc2c1=O (stereo not drawn) | ? | -11% | -17% | -13% | 15% | 16 | /
O=C(NN1CCOCC1)c1ccccc1 | 16% | 18% | -1% | 1% | 81%[activator] | 6 | -10%
O=C(Nc1nc(-c2ccc(F)c(F)c2)cs1)Nc1ccc(F)cc1F | -2% | -4% | -6% | 2% | -26% | ? | -1%
COc1ccc(NC(=O)C(c2ccccc2)N(C)C(=O)/C=C\c2ccc3c(c2)OCO3)cc1 (stereo not drawn) | / | / | ? | -9% | / | -17 | /
Cc1ccc2c(c1)C1CN(C)CCC1N2C(=S)Nc1ccc(Cl)cc1Cl (stereo not drawn) | 14µM* | -8% | 5% | -21% | -6% | 7 | 3%
COc1cc(Cl)ccc1OCc1cc(C(=O)N2CCC(N(C)C)C2)no1 (stereo not drawn) | -12% | 4% | 3% | 0% | 88%[activator] | -20 | 7%
Cc1ccc(C)c(CN2CCCN(CC(=O)Nc3ccc(C)c(C)c3)S2(=O)=O)c1 | / | / | 15% | -1%[15.4 µM] | / | 0 | /
COc1ccccc1NC(=O)Cn1cnc2c1c(=O)n(C)c(=O)n2C | 12% | 8% | -7% | -5% | -8% | ? | 1%
Cc1cc(C)cc(NC(=S)NCC2CCN(C(C)c3ccccc3)C2)c1 (stereo not drawn) | -19% | -8% | -8% | -4% | 8% | -33 | 2%
CCn1c(CC(=O)Nc2ccc(Cl)c(Cl)c2)nnc1SCc1ccc(Cl)cc1 | 9% | -2% | ? | 1% | -23% | -100* | 2%
Cc1ccc(C(C)NC(=O)c2ccc3c(c2)OCCO3)cc1C (stereo not drawn) | ? | 9% | 1% | 2% | -20% | 86 | -5%
CCc1nc(SCC(=O)Nc2ccccc2Cl)n[nH]1 | 1% | -4% | -3% | 1% | -11% | -37 | -4%
N#Cc1c(C#N)c(O)c2ccccc2c1O | 17% | 52%[activator] | -8% | ? | -15% | 7 | -4%
CNc1cncc(-c2ccc(NS(C)(=O)=O)cc2)n1 | / | 41%[activator] | / | 0% | / | ? | /
CCc1ccc(NC(=O)c2cnc3c(-c4ccccc4)c(C)nn3c2C)cc1 | / | / | 6% | 2% | / | -1 | /
NC(=O)C1CCN(C(=O)c2cc3ccccc3cc2O)CC1 | 18% | 5% | 1% | -4% | -10% | 7 | /
O=C(COC(=O)c1ccco1)Nc1nc2c(F)c(F)c(F)cc2s1 | 4% | 10% | -10% | 0% | -39% | -11 | 1%
Cc1ccc2c(CC(=O)NCCc3ccc(S(N)(=O)=O)cc3)coc2c1 | 16% | -3% | -11% | 0% | -22% | -38 | 0%
O=C(Cn1c(=O)[nH]c2ccccc2c1=O)Nc1cccnc1 | 13% | -5% | -2% | -3% | -11% | -8 | 1%
Cc1c([N+](=O)[O-])c(C(=O)NC2CCCC2)nn1C | 10% | 11% | 1% | -9% | -11% | -8 | -1%
CCCCSCCCNC(=O)c1c[nH]c2ccc(S(=O)(=O)Nc3cccc(OC)c3)cc2c1=O | / | / | 6% | 1% | / | ? | /
Cc1noc(C)c1C(=O)N1CCC1(C)C(=O)NS(=O)(=O)Cc1cccc(Cl)c1 (stereo not drawn) | / | -5% | / | -2% | / | 16 | /
CC(=O)N1CCC(=NNC(=O)c2cc3ccccc3cc2O)CC1 | 14% | 119%[activator] | -5% | 3% | 12% | -2 | 3%
CSCC[C@H](NC(=O)OC(C)(C)C)C(=O)N1CCC(C(=O)N[C@@H](C)C(=O)NC(C)c2ccccc2)CC1 (stereo partly drawn) | -5% | 22% | -21% | 2% | 298%[activator] | 10 | -10%
O=C(Nc1nccs1)C12CC3CC(C1)CC(C(=O)Nc1nccs1)(C3)C2 | ? | -6% | -11% | -29% | -27% | 3 | 14%

Whole records from above. Values in the order: HCV inhibitor	AMA1-RON2 inh	AmpC detergent	Tb PYK inh	AmpC no deterg	HCMV antiviral	LmPK inhibitor
Listed for `COc1ccccc1NC(=O)Cn1cnc2c1c(=O)n(C)c(=O)n2C` = 12%	8%	-7%	-5%	-8%	?	1%
Listed for `CCc1ccc(NC(=O)/C(C#N)=C\c2ccc(OC)c(C(=O)O)c2)cc1` = 1%	-2%	?	-4%	-9%	15	-5%
Listed for `CCOC(=O)c1c(C)[nH]c(C)c1S(=O)(=O)N(C)CC(=O)NCc1cccc(C)c1` = 11%	-5%	0%	-2%	19%	-17	0%
Listed for `C=CCn1c(SCC(=O)c2cc(C)n(CC3CCCO3)c2C)nnc1-c1ccccc1` (stereo not drawn) = -11%	29%	3%	-1%	64%[activator]	20	1%
Listed for `CC(=O)N1c2ccccc2CCc2ccc([N+](=O)[O-])cc21` = 5%	2%	-10%	-1%	6%	3	-2%

Bioassay records (PubChem BioAssay)
